# High-throughput results as filed in PubChem.
# SENP6 inh – SENP6 protease inhibitors, primary screen, biochemical, luminescence, uHTS | Sentrin-specific protease 6 (Homo sapiens), Q9GZR1 | Recombinant SENP6 catalytic domain, aminoluciferin luminescence | inhibition, % at 10 µM | 330,000 tested, 1.8% active | AID 2599, 2010;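 active = inhibition above about 50% at the single tested dose, limit read from the data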;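 also: plate controls were DMSO wells with enzyme for no effect and DMSO wells lacking enzyme for full effect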
# PfGluPho inh – PfG6PD enzyme inhibitors, primary screen, biochemical, fluorescence intensity, uHTS; 350,000 tested, 0.78% active; AID 504690, 2011; PfGluPho enzyme, NADPH resazurin-diaphorase fluorescence; glucose-6-phosphate dehydrogenase-6-phosphogluconolactonase (Plasmodium falciparum 3D7); inhibition, % at 20 µM;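 active = inhibition reaching at least a set limit at 20 µM in the primary screen, cut at about 59% in these data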;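 also: 0% = DMSO wells with substrate and 100% = DMSO wells lacking glucose-6-phosphate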
# SENP8 block-1 – SENP8 protease inhibitors, primary screen, biochemical, luminescence; inhibition, % at 10 µM; Sentrin-specific protease 8 (Homo sapiens), Q96LD8; AID 2540, 2010; 330,000 tested, 1.2% active; purified SENP8, Z-RLRGG-aminoluciferin cleavage; in the data active = inhibition above about 50%
# Target sequence (Q96LD8 whole entry, looked up): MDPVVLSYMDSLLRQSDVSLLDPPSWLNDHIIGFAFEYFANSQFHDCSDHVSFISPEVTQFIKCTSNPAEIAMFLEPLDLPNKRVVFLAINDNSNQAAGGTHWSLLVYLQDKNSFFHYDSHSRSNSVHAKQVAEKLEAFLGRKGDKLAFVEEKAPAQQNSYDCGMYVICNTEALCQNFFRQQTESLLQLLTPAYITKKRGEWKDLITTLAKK
# SENP7 block – SENP7 protease inhibitors, primary screen, biochemical, luminescence, uHTS | 330,000 tested, 1.5% active | Sentrin-specific protease 7 (Homo sapiens), Q9BQF6 | inhibition, % at 5 µM | recombinant SENP7, Z-RLRGG-aminoluciferin luminescence, 40 min;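 active = inhibition above about 50% at the single test dose, limit read from the data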;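 also: plate controls were DMSO with enzyme for no effect and no enzyme buffer wells for full effect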
# Target sequence (Q9BQF6 706-1050 limits assumed): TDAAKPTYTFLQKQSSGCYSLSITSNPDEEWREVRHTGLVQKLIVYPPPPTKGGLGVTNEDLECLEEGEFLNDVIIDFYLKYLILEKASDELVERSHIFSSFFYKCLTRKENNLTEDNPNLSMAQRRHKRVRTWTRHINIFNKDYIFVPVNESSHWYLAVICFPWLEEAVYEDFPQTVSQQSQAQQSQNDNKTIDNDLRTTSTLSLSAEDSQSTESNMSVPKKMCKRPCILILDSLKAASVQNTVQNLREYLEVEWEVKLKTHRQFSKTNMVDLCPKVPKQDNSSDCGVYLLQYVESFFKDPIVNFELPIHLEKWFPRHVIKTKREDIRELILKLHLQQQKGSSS
# SENP1 inh – human SENP1 catalytic domain inhibitors, primary screen, biochemical, FRET, uHTS; inhibition, % at 10 µM; recombinant SENP1 catalytic domain, CyPet-SUMO1-YPet FRET cleavage; Sentrin-specific protease 1 (Homo sapiens), Q9P0U3; 360,000 tested, 0.21% active;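 active = inhibition at least 30% at 10 µM, raw YFP signal under a set limit, fluorescence ratio 0.5 to 1.5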;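 also: 0% = enzyme with DMSO and 100% = no enzyme wells; some results filed as inactive read as strong as hits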
# Target sequence (Q9P0U3 419-644 limits assumed): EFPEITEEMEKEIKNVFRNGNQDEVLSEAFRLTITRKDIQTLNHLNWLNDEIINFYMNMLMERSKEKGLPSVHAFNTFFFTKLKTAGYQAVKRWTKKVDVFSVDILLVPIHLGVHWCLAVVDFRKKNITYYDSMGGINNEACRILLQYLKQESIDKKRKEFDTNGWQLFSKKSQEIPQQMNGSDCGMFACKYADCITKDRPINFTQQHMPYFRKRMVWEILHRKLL
#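 Controls: no-enzyme wells low, DMSO-plus-enzyme wells high control. Test system: human recombinant His6-tagged SENP1 catalytic domain enzyme. Reagent: SFCypet-SUMO1-SFYpet FRET protein substrate, 25 nM final. Doses: one dose per compound, 10 µM, 0.5% DMSO. Detection: FRET, CFP and YFP emission. Timing: 50 min reaction at room temperature.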
# SENP8 block-2 – human SENP8 protease inhibitors, primary screen, biochemical, fluorescence, Nedd8 protein substrate, uHTS; 360,000 tested, 0.64% active; AID 602440, 2012; recombinant SENP8; inhibition, % at 20 µM; in the data active = inhibition mostly above about 40%, no sharp cut-off; inactive = mostly below about 27%
# HKDC1 inhibitor – HKDC1 hexokinase inhibitors, primary screen, biochemical, fluorescence, uHTS. Q2TB90. recombinant HKDC1, G6PDH/diaphorase resazurin coupled fluorescence. inhibition, % at 20 µM. 340,000 tested, 0.16% active. AID 493160, 2011;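 active = inhibition above about 35% when tested at 20 µM, limit read from the data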;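 also: plate controls were DMSO wells with enzyme for no effect and DMSO wells lacking enzyme for full effect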
#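 Test system: HK5 enzyme. Quantity: 5 µg/mL HK5 final. Reagent: glucose and ATP substrates. Schedule: 90 min reaction incubation at room temperature, dark. Technique: resazurin-to-resorufin fluorescence via G6PDH and diaphorase coupling, 525/613 nm. Control set: DMSO wells with and without enzyme mix.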
# Apaf1 inhib – inhibitors of human Apaf-1 apoptosome, primary screen, biochemical, DEVD-Rh110 fluorescence, uHTS. Apoptotic protease-activating factor 1 (Homo sapiens), O14727. reconstituted apoptosome caspase-3 activity. inhibition, % at 20 µM. 330,000 tested, 0.71% active. AID 489030, 2010; active = inhibition of at least 40% at 20 µM;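 also: plate controls were DMSO wells for no effect and DEVD-CHO caspase inhibitor wells for full effect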
#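 Material: cell-free apoptosome with Apaf-1, procaspase-3 and caspase-9; Buffer or medium: Hepes pH 7.5 with detergent and BSA; Reagent: cytochrome c trigger plus (Z-DEVD)2-Rh110 caspase-3 substrate; Times: compound with Apaf-1, dATP, procaspase-3 30 min, then 50 min reaction, room temperature; Technique: Rh110 fluorescence intensity.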
# Starred values were filed as active, the others as inactive; x = no result given.
SMILES,SENP6 inh,PfGluPho inh,SENP8 block-1,SENP7 block,SENP1 inh,SENP8 block-2,HKDC1 inhibitor,Apaf1 inhib
Cc1nc2c(C#N)c(C)[nH]n2c(=O)c1Cc1ccccc1,-8,9,-4,-2,-1,-25,-10,-15
CCN(CC)S(=O)(=O)c1ccc(NC(=O)c2c(-c3ccccc3)noc2C)cc1,4,-1,-2,6,-1,6,-1,13
CN(C)S(=O)(=O)c1cccc(NC(=O)COC(=O)c2c[nH]c(=O)[nH]c2=O)c1,-10,-6,1,6,3,20,7,1
CCC(CC)C1C(C#N)=C(N)Oc2n[nH]c(C)c21 (stereo unspecified),-12,34,-3,-3,-1,10,-3,-1
CCC(C(=O)NCCCN1CCN(CC)CC1)n1nc(C)n2c(cc3occc32)c1=O (stereo unspecified),-15,1,1,-1,0,12,5,2
CCOC(=O)C1CCN(Cc2cc(C(C)(C)C)c(O)c(C(C)(C)C)c2)CC1,6,24,10,4,-1,18,5,12
O=C(COc1ccc(Br)cc1)N(CCO)CCO,-22,-9,7,2,-2,4,3,-1
COCCNC(=O)c1cc2nc(-c3ccccc3)cc(C)n2n1,-6,-10,-1,3,-1,-358,-8,-169
Cc1ccc(CC2C(=O)N(c3ccc(C)cc3)C(=O)C2C)cc1 (stereo unspecified),-11,14,1,-2,2,13,0,8
O=C1COc2ccc(C(=O)COC(=O)C3CC(O)CN3S(=O)(=O)c3ccc(Cl)cc3)cc2N1 (stereo unspecified),7,1,-4,-5,0,-6,-3,13
CC(=O)c1ccc(NC(=O)CSc2ccc(-c3sc(C)nc3C)nn2)cc1,-12,1,-13,-1,-1,-2,18,9
O=C(CN1CCCC1)NCc1ccccc1,18,2,16,8,-2,13,1,7
COC(=O)C1CCCCN1C(=O)c1cc(COc2cccc3cccnc23)on1 (stereo unspecified),-4,-2,-10,4,3,-99,0,7
O=C1CSc2ccc(C(=O)N3CCN(c4ccccn4)CC3)cc2N1,-2,1,-12,-13,0,7,-6,6
CCOc1cc(C(=O)Nc2cc(=O)n(C)c(=O)n2C)cc(OCC)c1OCC,-14,-8,1,7,0,16,-3,7
O=C(O)CCC(=O)c1ccc2c(c1)OCCO2,3,4,-2,5,1,-5,-7,-2
Cc1cc(CNC(=O)[C@H](C)[C@@H]2C[C@@]2(C)[C@@H](NC(=O)OCc2ccccc2)c2ccccc2)nn1C,-10,-4,-2,0,0,2,-3,0
CC(=O)c1cc(-c2ccccc2)n(CC(=O)N2CCCC2)c1C,0,-6,-7,-3,0,-2,-8,-4
CSCCC(NS(=O)(=O)c1ccccc1F)C(=O)N1CC=C(c2ccccc2)CC1 (stereo unspecified),-11,7,3,-3,0,4,-1,13
O=C1NCC(c2ccccc2)C1C(=O)N/N=C/c1ccc(Cl)s1 (stereo unspecified),9,33,-10,-4,4,15,-3,15
CCN1C(=O)C2(Nc3ccccc3-c3nc4ccccc4n32)c2cc(OC)ccc21 (stereo unspecified),9,1,1,2,3,-54,3,14
CCOC(=O)c1nn(-c2ccccc2Cl)c(=O)cc1OCC(=O)Nc1cccc(OC)c1,-7,-20,-9,-10,1,7,-1,10
Cc1ccc(N2CCN(C(=O)N3CCCC3)CC2)cc1Cl,9,-14,-13,-3,1,9,-6,-12
CC1Cc2cccc3ccc(=O)n(c23)C1 (stereo unspecified),x,20,x,x,1,-33,3,x
CC(=O)c1ccc(NC(=O)C2CCCO2)cc1 (stereo unspecified),-12,-12,3,-2,-1,28,-1,10
# Continuation:
SMILES,SENP6 inh,PfGluPho inh,SENP8 block-1,SENP7 block,SENP1 inh,SENP8 block-2,HKDC1 inhibitor,Apaf1 inhib
CCOC(CNCc1cc(C)c2[nH]c3ccccc3c2c1C)OCC,x,-2,x,x,3,-8,-2,x
CCOC(=O)C1CCN(Cc2cn[nH]c2-c2ccc(C)cc2)CC1,-16,0,-1,-3,0,10,8,-4
CC(C)C12CN3CC(C(C)C)(CN(C1)C3c1ccccc1)C2O (stereo unspecified),-10,1,6,6,0,4,4,-24
O=c1[nH]c2ccsc2c(=O)n1-c1ccc(F)cc1,9,1,4,11,1,15,-8,1
CCN1CCC2(CC1)N=C(c1ccc(F)cc1)C(=S)N2C(=O)c1ccc(C)cc1,-21,29,-18,-1,2,49*,-5,9
CC(=O)N1C(C)(C)CC(=NOC(=O)c2ccccc2)CC1(C)C,-17,-20,-10,-14,1,4,-6,4
O=C(NCC(=O)N1CCN(c2cccc(Cl)c2)CC1)c1ccc(Br)o1,-3,-5,1,-3,-1,9,-1,12
CCCCNc1c2c(nc3c(-c4ccccc4)c(C)nn13)CCC2,-16,13,1,-1,1,-251,-14,8
CCOC(=O)N1CCN(C(=O)CSc2ncnc3sccc23)CC1,-4,-4,-10,10,-4,-8,1,1
COc1cc(NCCCNC(C)C)c2nccc(C)c2c1,x,18,x,x,-17,65*,22,x
O=C(CN(C(=O)c1csnn1)c1cccc(F)c1)NCc1ccc(F)cc1,-33,0,2,3,7,8,10,-6
Cn1c(CCC(=O)OCC(=O)NCc2ccccc2Cl)nc(=O)c2ccccc21,6,61*,-5,-1,-1,4,15,-2
COc1ccc(Cn2c(=O)sc3ccccc32)cc1,-3,-44,0,6,3,10,1,-2
COc1cc(C(C(=O)NC(C)(C)C)N(C(=O)CNC(=O)c2cccs2)c2ccccc2)cc(OC)c1OC (stereo unspecified),1,3,-6,-13,1,5,-13,2
Cc1ccc(S(=O)(=O)NC(=O)COc2ccccc2)cc1,-2,-21,2,0,2,7,-1,-6
OCC1CCCN(C(=S)Nc2ccc(Oc3ccccc3)cc2)C1 (stereo unspecified),12,1,0,-3,1,5,10,9
CCC1(C)NC(=O)N(CC(=O)N2N=C(c3ccccc3)CC2c2ccc(OC)cc2)C1=O (stereo unspecified),7,-35,6,7,1,14,-8,2
CCc1ccc(S(=O)(=O)Nc2ccc(O)c3ccccc23)cc1,15,10,8,2,0,21,44*,14
C1CCN=C(Nc2nn[nH]n2)CC1,-3,-11,3,-1,2,31,1,3
CC(C)C(=O)NCCc1nc2ccccc2n1CCCOc1ccc(Cl)cc1,-3,9,1,1,1,33,-3,14
CCOc1ccc(CCNC(=O)COC(=O)c2sccc2C)cc1OCC,-10,-4,13,-2,-1,12,2,5
CCCN1C2CCCC1CC(NC(=O)C1CCCCC1)C2 (stereo unspecified),7,-4,0,4,1,9,-1,0
O=C(Nc1cccc(NC(=O)c2cccs2)c1)c1ccc(F)cc1,-2,10,-8,-2,0,14,2,5
OC(COC(c1ccccc1)c1ccccc1)CN1CCN(c2ccccn2)CC1 (stereo unspecified),8,7,-5,-4,-4,4,1,10
COc1ccccc1/C=C/c1nc(S(=O)(=O)c2ccccc2)c(NCCN(C)C)o1,-3,-11,4,-13,-23,-336,-4,20
# Next entries
SMILES,SENP6 inh,PfGluPho inh,SENP8 block-1,SENP7 block,SENP1 inh,SENP8 block-2,HKDC1 inhibitor,Apaf1 inhib
O=S(=O)(c1ccc(Cl)cc1)N1CCN2CCCC2C1 (stereo unspecified),-10,-17,-13,-5,-1,8,6,-15
CCC(=O)Nc1ccc(C(=O)NNC(=O)c2ccc(C)cc2)cc1,6,10,9,2,2,-4,-5,-1
CC(C)(C)c1ccc(C(=O)NNC(=S)NCc2ccco2)cc1,1,-7,6,6,-1,-12,-1,-41
O=C(NCc1cccs1)c1noc2c1CCCCC2,-14,0,4,5,-1,6,-5,-4
Nc1ccc2oc(-c3cccc4ccccc34)nc2c1,27,13,14,3,8,-484,4,15
c1ccc(-c2cc3c(ccc4nonc43)nn2)cc1,-26,10,-6,9,2,31,-4,15
Cc1cc(C)c(OCC(=O)Nc2cccc(O)c2)cc1C,29,4,-5,24,0,23,-5,6
COc1ccccc1N1CCN(C(c2cccs2)C(C)NC(=O)c2cccnc2)CC1 (stereo unspecified),-2,0,7,0,-2,15,-8,4
COc1ccc(C(=O)c2cc3ccc(O)cc3oc2=O)cc1,100*,-31,95*,97*,-31,-275,11,-20
COc1ccc(CN(C)C(=O)c2sccc2-c2ccccc2)c(OC)c1,-19,-14,-1,0,2,7,-1,17
